Source: PubChem (The Scripps Research Institute Molecular Screening Center)
PLCb3 inh: human PLC-beta3 inhibitors, primary screen, biochemical, fluorescence | inhibition, % at 12.2 µM | AID 720704, 2013 | hit rate 0.18% among 370,000 | Purified PLC-beta3, fluorogenic substrate; in the data active means inhibition above about 11%;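 further: 0% = median of compound wells on plate and 100% = full blocker control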
SIAE inh: human SIAE inhibitors, primary screen, biochemical, fluorescence polarization, FP-Rh probe, 1536-well HTS; Sialate O-acetylesterase (Homo sapiens), Q9HAT2; SIAE FP-Rh probe binding; inhibition, % at 9.66 µM; hit rate 0.69% among 370,000; AID 1053197, 2014;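 active means inhibition above a cutoff: mean of compounds within the control limits plus 3 SD of those, cut at about 17% in these data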;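 further: 0% = plate median of compound wells and 100% = probe without SIAE protein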
ADAM17 inh: ADAM17 inhibitors, primary screen, biochemical, QFRET; inhibition, % at 6.95 µM; Disintegrin and metalloproteinase domain-containing protein 17 (Homo sapiens), P78536; recombinant ADAM17, EDANS/DABCYL FRET peptide cleavage; hit rate 0.83% among 370,000;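 active means inhibition above the mean of compounds lying between control limits plus 3 SD, set per campaign, cut at about 8.5% in these data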;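 further: 0% = DMSO-only wells as the low control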
Tn7 DDE FP: inhibitors of Tn7 peptide binding to fibrin DD(E), primary screen, biochemical, fluorescence polarization, human fibrin, Tn7 probe. Fibrinogen beta chain (Homo sapiens), P02675. FP displacement of FITC-Tn7 peptide from fibrin DD(E); 0% = median of compound wells per plate. inhibition, % at 8.3 µM. hit rate 0.13% among 370,000;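 active means inhibition above the mean of compounds falling within the control limits plus 3 SD of them, cut at about 14% in these data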;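 further: 0% = plate median of compound wells and 100% = 10 µM Aha-Tn7 peptide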
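system = human fibrin DD(E) protein | quantity = DD(E) 2 µM final | medium = Tris/NaCl/CaCl2 buffer, pH 7.8 | also added = labelled Tn7 tracer, 0.1 µM | compound dosing = single point at 8.3 µM | timing = compound with protein 10 min, then 3 h after probe, room temperature | signal = FP measurement | benchmarks = Aha-Tn7 high control | repeats = one replicate per compound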
ASAP1 inh: inhibitors of human ASAP1 ArfGAP activity, primary screen, biochemical, fluorescence polarization; hit rate 0.19% among 360,000; ASAP1-stimulated ARF1 GTP hydrolysis, GDP FP detection; AID 624377, 2012; inhibition, % at 16.5 µM; Arf-GAP with SH3 domain, ANK repeat and PH domain-containing protein 1 (Homo sapiens), …; in the data active means inhibition above about 25%;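 further: 0% = vehicle with enzyme and substrate and 100% = no enzyme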
TDP2 inh: human TDP2 enzyme inhibitors, primary screen, biochemical, epi absorbance, recombinant enzyme; hit rate 0.34% among 370,000; T5PNP hydrolysis, p-nitrophenol absorbance 415 nm; inhibition, % at 12.8 µM;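 active means inhibition above the mean of all tested compounds plus 3 SD, set per campaign, cut at about 25% in these data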;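 further: 0% = DMSO with enzyme and 100% = buffer with substrate but no TDP2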
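Assay system: Recombinant human TDP2 | Quantity: 120 nM TDP2 per well | Incubation: 2 h at 37 °C | Signal: Epi absorbance | Evaluation: Percent inhibition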
ARFGAP1 inh: inhibitors of rat ARFGAP1 GAP activity, primary screen, biochemical, fluorescence polarization, GDP tracer; AID 651572, 2012; ADP-ribosylation factor GTPase-activating protein 1 (Rattus norvegicus), Q62848; Arfgap1-stimulated ARF1 GTP hydrolysis, GDP FP detection; inhibition, % at 16.5 µM; hit rate 0.26% among 360,000;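 active means inhibition above a per-plate limit, mean inhibition of low control wells plus 3 SD, cut at about 25% in these data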;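 further: 0% = DMSO wells with enzyme and 100% = wells lacking Arfgap1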
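Replicates: Single well per compound | Assay system: Truncated rat Arfgap1 GAP domain | Control set: No-Arfgap1 wells (100%) versus DMSO full-reaction wells (0%) | Times: Enzyme reaction 120 min at 25 °C after 20 min preincubation | Reagent: Human ARF1(Δ1-17)-GTP substrate | Measured by: Tracer-displacement fluorescence polarization with EDTA stop, 620/688 nm | Measure: Percent inhibition of Arfgap1-stimulated GTP hydrolysis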
PLC-gamma1 inh: PLC-gamma1 enzyme inhibitors, primary screen, biochemical, fluorescence, purified enzyme; 1-phosphatidylinositol 4,5-bisphosphate phosphodiesterase gamma-1 (Homo sapiens), P19174; fluorogenic substrate; inhibition, % at 12.2 µM; hit rate 0.84% among 370,000; in the data active means inhibition above about 9.5%
Target sequence (P19174 whole entry, looked up): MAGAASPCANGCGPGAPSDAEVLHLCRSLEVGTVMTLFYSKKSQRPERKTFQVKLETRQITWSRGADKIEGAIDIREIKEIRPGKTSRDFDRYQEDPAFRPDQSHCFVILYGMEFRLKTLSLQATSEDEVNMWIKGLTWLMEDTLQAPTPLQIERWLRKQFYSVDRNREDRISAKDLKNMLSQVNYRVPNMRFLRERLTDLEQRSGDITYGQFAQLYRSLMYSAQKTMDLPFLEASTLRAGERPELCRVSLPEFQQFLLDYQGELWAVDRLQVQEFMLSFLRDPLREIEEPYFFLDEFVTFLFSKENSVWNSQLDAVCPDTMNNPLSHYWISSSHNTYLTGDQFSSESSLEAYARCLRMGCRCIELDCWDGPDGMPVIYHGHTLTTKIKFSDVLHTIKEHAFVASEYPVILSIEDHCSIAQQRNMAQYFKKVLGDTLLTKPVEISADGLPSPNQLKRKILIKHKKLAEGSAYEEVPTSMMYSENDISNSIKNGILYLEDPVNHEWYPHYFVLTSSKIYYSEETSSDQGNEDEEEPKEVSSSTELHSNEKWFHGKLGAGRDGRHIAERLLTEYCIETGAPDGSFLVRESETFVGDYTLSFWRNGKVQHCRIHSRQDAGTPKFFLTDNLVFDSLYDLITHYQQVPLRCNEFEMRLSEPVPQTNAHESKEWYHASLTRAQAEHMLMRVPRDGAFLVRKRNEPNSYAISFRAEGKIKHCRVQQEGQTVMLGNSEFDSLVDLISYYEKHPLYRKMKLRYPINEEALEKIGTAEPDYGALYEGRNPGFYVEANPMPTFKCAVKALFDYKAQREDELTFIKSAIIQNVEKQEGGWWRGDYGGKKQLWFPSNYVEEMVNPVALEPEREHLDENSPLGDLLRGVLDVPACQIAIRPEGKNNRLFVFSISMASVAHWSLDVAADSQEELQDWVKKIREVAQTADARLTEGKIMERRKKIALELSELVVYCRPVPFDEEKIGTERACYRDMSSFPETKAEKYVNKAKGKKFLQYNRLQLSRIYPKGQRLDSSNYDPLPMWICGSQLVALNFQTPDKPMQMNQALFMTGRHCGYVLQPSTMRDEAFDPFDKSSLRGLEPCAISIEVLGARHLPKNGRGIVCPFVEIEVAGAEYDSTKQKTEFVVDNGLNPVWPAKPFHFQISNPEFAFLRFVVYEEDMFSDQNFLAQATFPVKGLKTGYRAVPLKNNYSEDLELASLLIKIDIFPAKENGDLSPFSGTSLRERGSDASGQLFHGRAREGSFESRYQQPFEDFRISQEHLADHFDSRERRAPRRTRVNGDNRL
Tn6 DDE FP: inhibitors of Tn6 peptide binding to fibrin DD(E), primary screen, biochemical, fluorescence polarization, human fibrin, Tn6 probe; Fibrinogen beta chain (Homo sapiens), P02675; hit rate 0.21% among 370,000; Fibrin DD(E) TRITC-Tn6 fluorescence polarization displacement; inhibition, % at 8.3 µM;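 active means inhibition above a per-campaign cutoff: mean of compounds within control limits plus 3 SD, cut at about 15% in these data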;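 further: 0% = median of all compound wells on the plate and 100% = blocking peptide control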
ADAM10 inh: human ADAM10 inhibitors, primary screen, biochemical, QFRET, HTS | Disintegrin and metalloproteinase domain-containing protein 10 (Homo sapiens), O14672 | recombinant ADAM10, EDANS/DABCYL FRET peptide cleavage, 3 h | inhibition, % at 7 µM | hit rate 0.62% among 370,000;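 active means inhibition above a per-campaign cutoff equal to the mean of compounds falling between control-based bounds plus 3 SD, cut at about 20% in these data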;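 further: 0% = DMSO wells while the 100% control is not disclosed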
Numbers without * were called inactive; i = inactive.

SMILES	PLCb3 inh	SIAE inh	ADAM17 inh	Tn7 DDE FP	ASAP1 inh	TDP2 inh	ARFGAP1 inh	PLC-gamma1 inh	Tn6 DDE FP	ADAM10 inh
C=CCn1c(O)c(N=NC(=S)Nc2ccc(OC)cc2)c2ccccc21	4	1	-1	-3	5	7	1	2	2	-1
COc1ccc(NC(=O)CN(C)C(=O)c2ccc(C)c(S(=O)(=O)N3CCCCC3)c2)cc1	-5	3	1	1	4	9	2	3	-6	2
COc1ccc(S(=O)(=O)N2CCCCC2)cc1NC(=O)COc1ccccc1	0	-10	-2	2	-6	3	5	0	-11	0
O=C(NCC1CCCO1)c1cn(Cc2ccccc2)nc1-c1ccccc1 (stereo not drawn)	1	5	-6	4	-13	0	-3	2	-1	-7
Oc1ccccc1C=Nc1ccccc1-c1nc2ccccc2[nH]1	i	1	i	-9	10	-13	1	i	5	i
COc1cc(OC)cc(C2C(C#N)=C(N)Oc3n[nH]c(-c4cccnc4)c32)c1 (stereo not drawn)	-8	1	0	-6	-2	7	-9	-8	1	1
O=C(N/N=C/c1cccnc1)c1ccco1	-3	-1	0	-5	5	3	5	-2	2	4
CC(CCc1ccco1)NC(=O)CCc1nnc2ccc(NCc3ccccc3)nn12 (stereo not drawn)	-7	1	-5	1	3	14	-10	-3	-5	-3
O=C(O)/C=C/c1cccc2c1OCCO2	-6	-6	-3	-2	-13	19	4	-1	0	-2
CN(C)c1nc(NCc2ccccc2)nc(SCC(N)=O)n1	-12	2	-4	-4	6	-1	2	2	5	0
COc1cc(/C=C/C(=O)OCC(=O)NCCCc2ccccc2)cc(OC)c1OC	-65	3	-26	2	2	-9	-5	-54	11	-111
CN(CC(=O)Nc1cccc(F)c1)C(=O)c1ccc(N2C(=O)c3ccccc3C2=O)cc1	-6	-8	-2	5	7	-1	0	-2	8	-12
O=C(NN(C(=O)c1ccccc1)c1cccs1)c1ccccc1	4	1	-1	2	2	9	-5	2	1	3
COc1cc(C(=O)NCCc2ccc3c(c2)OCCO3)ccc1OCC(=O)N1CCOCC1	-7	3	-3	-4	9	-1	-6	-8	9	-12
COC1=CC(=O)OC(c2cccc([N+](=O)[O-])c2)C1 (stereo not drawn)	3	2	-5	4	-3	3	-3	2	8	-10

Single records, as listed above.
COc1cc(C(=O)NCCc2ccc3c(c2)OCCO3)ccc1OCC(=O)N1CCOCC1 is entered as PLCb3 inh = -7; SIAE inh = 3; ADAM17 inh = -3; Tn7 DDE FP = -4; ASAP1 inh = 9; TDP2 inh = -1; ARFGAP1 inh = -6; PLC-gamma1 inh = -8; Tn6 DDE FP = 9; ADAM10 inh = -12
O=C(N/N=C/c1cccnc1)c1ccco1 is entered as PLCb3 inh = -3; SIAE inh = -1; ADAM17 inh = 0; Tn7 DDE FP = -5; ASAP1 inh = 5; TDP2 inh = 3; ARFGAP1 inh = 5; PLC-gamma1 inh = -2; Tn6 DDE FP = 2; ADAM10 inh = 4

Later entries
SMILES	PLCb3 inh	SIAE inh	ADAM17 inh	Tn7 DDE FP	ASAP1 inh	TDP2 inh	ARFGAP1 inh	PLC-gamma1 inh	Tn6 DDE FP	ADAM10 inh
O=C(COc1cccc2cccnc12)NCC(F)(F)F	-10	1	-1	-2	-23	-2	-4	-10	-7	7
O=C(Cc1ccc(F)cc1)Nc1nnc(SCC(=O)N2CCCCC2)s1	-3	-4	-4	1	4	-3	9	0	1	-3
CC1CCCC(C)N1/N=C/c1ccc(Cl)cc1 (stereo not drawn)	1	0	3	-9	2	-6	-3	2	-4	5
CCCOc1ccccc1OCC(=O)N1CCN(S(=O)(=O)c2ccc(Cl)cc2)CC1	-6	10	-2	2	-13	-7	2	-1	2	-7
CC1(C)OC(=O)C2=C(CC(CCc3ccccc3)OC2c2cccc(C(F)(F)F)c2)O1 (stereo not drawn)	0	2	0	2	-5	0	-10	1	-3	2
CCCCN(C=O)c1c(CC)nc2c(OCCC3CCCCC3)cccn12	-1	-2	0	-1	2	-1	-1	-2	-11	8
CCOC(=O)N1CCN(C(=O)c2ccc(CN(c3ccccc3)S(C)(=O)=O)cc2)CC1	6	0	0	-7	-4	-5	10	4	-8	5
O=C(CSc1ccccn1)Nc1ccc2c(c1)oc1ccccc12	2	-10	6	-5	1	5	-1	0	-5	13
COc1cccc(OCC(=O)NNC(=O)CCc2ccccc2)c1	0	0	2	7	1	-2	6	3	9	-6
Cc1nn(CC(=O)NN)c(C)c1Br	-4	0	-1	1	7	-9	6	0	1	-2
Cc1cccc(NCN2C(=O)C3C4C=CC(C4)C3C2=O)c1 (stereo not drawn)	0	2	-3	-1	-5	4	7	0	13	-1
CC1CCCC(C)N1CCCNC(=O)CN1C(=O)c2cccnc2Oc2ccc(Cl)cc21 (stereo not drawn)	6	0	0	6	9	2	0	-1	-10	-2
CN(C)S(=O)(=O)c1cccc(NC(=O)c2ccc(-n3cncn3)c([N+](=O)[O-])c2)c1	-3	3	-1	3	-4	17	-9	3	-11	4
FC(F)(F)c1ccc(-c2cccc3c2C2CC3CCN2C(=S)NCCc2ccccc2)cc1 (stereo not drawn)	1	-9	-4	-1	4	7	5	-1	7	-4
COc1ccccc1NC(=O)C1CCN(S(=O)(=O)c2ccc3c(c2)CC(C)N3C(C)=O)CC1 (stereo not drawn)	-12	-3	-4	-1	-3	-11	-1	5	-5	1
CS(=O)(=O)c1cccc(-c2nnc(NC(=O)CCS(=O)(=O)c3ccccc3)o2)c1	-26	5	-5	4	-8	7	4	-19	-1	-9
COc1cc(C(=O)NCC(=O)NNC(=O)CN(C)S(=O)(=O)c2ccc(Cl)cc2)cc(OC)c1OC	-1	-1	1	1	-7	-5	2	2	3	7
O=C(NC1CCCCC1)C(C1CC1)N1CCc2ccccc2C1 (stereo not drawn)	2	1	2	-1	-2	3	-4	3	0	8
COc1ccc(OC(C)C(=O)Nc2cccnc2)cc1 (stereo not drawn)	1	9	2	0	10	6	-1	-1	-1	-4
O=S(=O)(NCc1ccc(Cl)cc1)NCc1ccccc1F	0	1	0	1	6	10	-1	-1	1	2
COc1ccc(CN(C)C(=O)c2cccc(S(=O)(=O)N3CCN(c4ccccc4)CC3)c2)c(OC)c1OC	-5	6	-1	-3	14	-6	-13	3	1	1
Cc1ccc(C)c(NC(=O)CS(=O)(=O)c2cn(C)c3ccccc23)c1	2	14	-1	5	8	-5	-2	-3	3	1
COc1cccc2[nH]c3c(=O)n(CCN(C)C)cnc3c12	-299	0	-286	0	6	-5	-8	-240	-5	i
Cc1cc(C)n(CC(=O)N2N=C(C(F)F)CC2(O)C(F)F)n1 (stereo not drawn)	0	-4	5	-10	-3	-3	1	5	2	3
Cc1ccc2oc(=O)n(CC(=O)OC(C)C)c2c1	-2	-4	-3	-2	9	11	-1	2	-4	7
O=C(NCc1ccccn1)C1CCC(=O)N(Cc2ccc(Cl)cc2)C1 (stereo not drawn)	-8	-6	-4	4	-4	2	-1	-1	3	-7
Cc1ccc(C(=O)Nc2cc(C)c(OCC(=O)N3CCOCC3)c(C)c2)cc1	-1	-3	-4	8	-6	7	7	4	4	1
Cc1csc(N(C(=O)c2cccc(S(=O)(=O)N3CCCC3)c2)c2ccccc2)n1	3	13	2	-7	1	2	7	-1	3	5
CCc1ccccc1NC(=O)Cc1ccc(-n2cccc2)cc1	-2	7	2	-4	0	1	14	1	2	-4
CCOC(=O)c1ccc(NC(=O)CSC2=NC(=O)C(CC)C(=O)N2)cc1 (stereo not drawn)	0	-4	-1	-3	1	8	6	-1	-1	0
CCN1CCCC1CNc1ccc(S(C)(=O)=O)cc1[N+](=O)[O-] (stereo not drawn)	-7	0	-3	6	-1	9	-10	-1	-2	-4
Cc1c(NC(=O)C(=O)/C=C(\O)c2ccc(Cl)cc2)c(=O)n(-c2ccccc2)n1C	-4	2	-2	3	-6	2	2	0	0	2
Cc1nn(-c2ccccc2)c(C)c1NC(=O)COc1ccccc1C#N	-3	-4	-1	7	3	10	0	-4	-8	-1
Cc1ccc(-n2ncc(Cl)c2C(=O)NC2CC2)cc1	-1	-3	-1	-2	5	-2	-8	1	-3	4
CN(C)S(=O)(=O)N(CC(=O)Nc1ccc2ccccc2c1)c1ccccc1	0	-7	4	6	-2	3	-6	3	-5	12
Cc1ccc(C(C)NC(=S)NCc2ccc(F)cc2)c(C)c1 (stereo not drawn)	-4	-2	-1	-1	-4	-6	11	-144	9	-2
CN(C)S(=O)(=O)c1ccc2c(c1)c(=O)c(C(=O)NCCCN1CCCCCC1)cn2C	-3	7	-2	7	7	-2	-4	-3	0	-12
O=C(Cn1nnc(-c2ccc(CN3CCOCC3)cc2)n1)Nc1nc(-c2ccccc2)cs1	-2	-38	-1	2	6	-2	-17	0	3	5
COc1ccc(S(=O)(=O)Nc2cccc(S(=O)(=O)N3CCCCC3)c2)cc1	1	-3	-2	2	3	-5	14	1	0	-1
O=C(Nc1ccc(Cl)cc1)Nc1nnc(CSCc2ccccc2Cl)s1	3	-2	1	-3	-9	-5	-3	0	-5	-3
Cc1c(Nc2nc(C(F)(F)F)nc3ccccc23)c(=O)n(-c2ccccc2)n1C	-42	14	-2	6	-6	4	-6	-58	-3	0
COc1ccc(OC)c(NC(=O)Cc2coc3ccc4ccccc4c23)c1	-1	2	1	3	-3	4	-5	-1	0	6
O=C(NCCCn1ccnc1)C(=O)NCC1OCCN1S(=O)(=O)c1ccc2c(c1)OCCO2 (stereo not drawn)	-10	-5	-6	7	3	-10	-1	2	3	1
CCCN1CCN(C(=O)CCCn2c(C)c3cnn(-c4ccccc4)c(=O)c3c2C)CC1	-2	0	2	-3	6	-4	-15	-1	3	-5
CC(OC(=O)CCCOc1ccccc1)C(=O)NC(N)=O (stereo not drawn)	2	7	-6	1	3	-3	21	0	6	-9
